EPAC1 antagonist = antagonists of human EPAC1. O95398. EPAC1 GEF assay, Rap1b-BODIPY-GDP exchange fluorescence. Potency, µM (highest dose often 115 µM), without a hit: top-dose activity change, negative = inhibition, actives largely listed as inhibitors. 360,000 tested, 0.14% active. AID 720709;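 also: potency is read from the fitted curve at half-maximal effect; plate controls were vehicle for no effect and positive control for full effect; nearly all actives have a fitted effect of over 50% in size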
PI5P4K alpha inh = blocks human PI5P4K alpha kinase activity. 330,000 tested, 1.2% active. AID 652105. PI5P4Kalpha enzyme, ADP-Glo luminescence, 60 min; hits give low values. P48426. max response, %; active = max response of -50% or lower; inconclusive = between -30% and -50%; inactive = -30% or higher; also: value at the top dose of about 77 µM; % is scaled to controls: 0 for no effect and ±100 for the full control effect
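Enzyme plus substrate dispensed, test compounds pinned in, then ATP (5 microM final) added. After 60 min at RT, ADP-Glo reagent 1 for 45 min and reagent 2 for 30 min preceded luminescence imaging.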
PLK1 PBD block = inhibitors of human PLK1 polo-box domain binding | Plk1 PBD binding of FITC phosphopeptide, fluorescence polarization | P53350 | AID 720504 | 360,000 tested, 2.8% active | Potency, µM, for the others: max response, negative = inhibition, hits mostly inhibitors; also: potency is read from the fitted curve at half-maximal effect; series mostly up to about 57 µM; % is scaled to controls: 0 for no effect and ±100 for the full control effect; nearly all actives have a fitted effect of over 65% in size
EPAC2 ag = agonists of human EPAC2 (RAPGEF4); EPAC2 activation, biochemical qHTS; response scale: 100% = 6.5 mM cAMP response; Potency, µM (series often up to 154 µM), for inactives: at the highest dose activation, most hits filed as activators; 360,000 tested, 0.079% active; AID 720711; also: potency is read from the fitted curve at half-maximal effect; nearly all actives have a fitted effect of over 50% in size
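Compounds were titrated in qHTS against a Rap1B-BODIPY-GDP (250 nM) complex with EPAC2 (100 nM) and GDP (50 uM). BODIPY-GDP release tracked at 480/540 nm over 30 min at room temperature, normalized to 6.5 mM cAMP.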
IL-2 act = activates IL-2 in a cell-based reporter assay; IL-2 activation reporter assay, cell-based qHTS; stimulated with anti-CD3/CD4/CD28 beads; in transgenic mouse T cells; activation, % (series mostly up to about 46 µM); 360,000 tested, 0.065% active; AID 652025; in the data active = activation above about 50%; inconclusive = mostly about 30% to 49%; also: 0% is about no effect
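Readout is EGFP and DsRed signal by fluorescent plate cytometry after 18 h at 37 degrees C. Transgenic mouse T cells (750/well) received compound for 60 min before bead stimulation (anti-CD3, anti-CD4, anti-CD28); memory T cells served as non-tolerant control.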
WRN helicase inh = inhibitors of human WRN helicase | Q14191 | WRN helicase unwinding, fluorescent forked duplex, kinetic | Potency, µM (highest dose often 114 µM), for the others: at the highest dose activity change, negative = inhibition, usual class: inhibitors | 360,000 tested, 0.46% active; also: potency is read from the fitted curve at half-maximal effect; % is scaled to controls: 0 for no effect and ±100 for the full control effect; nearly all actives have a fitted effect of over 55% in size
Target sequence (Q14191 whole entry, looked up): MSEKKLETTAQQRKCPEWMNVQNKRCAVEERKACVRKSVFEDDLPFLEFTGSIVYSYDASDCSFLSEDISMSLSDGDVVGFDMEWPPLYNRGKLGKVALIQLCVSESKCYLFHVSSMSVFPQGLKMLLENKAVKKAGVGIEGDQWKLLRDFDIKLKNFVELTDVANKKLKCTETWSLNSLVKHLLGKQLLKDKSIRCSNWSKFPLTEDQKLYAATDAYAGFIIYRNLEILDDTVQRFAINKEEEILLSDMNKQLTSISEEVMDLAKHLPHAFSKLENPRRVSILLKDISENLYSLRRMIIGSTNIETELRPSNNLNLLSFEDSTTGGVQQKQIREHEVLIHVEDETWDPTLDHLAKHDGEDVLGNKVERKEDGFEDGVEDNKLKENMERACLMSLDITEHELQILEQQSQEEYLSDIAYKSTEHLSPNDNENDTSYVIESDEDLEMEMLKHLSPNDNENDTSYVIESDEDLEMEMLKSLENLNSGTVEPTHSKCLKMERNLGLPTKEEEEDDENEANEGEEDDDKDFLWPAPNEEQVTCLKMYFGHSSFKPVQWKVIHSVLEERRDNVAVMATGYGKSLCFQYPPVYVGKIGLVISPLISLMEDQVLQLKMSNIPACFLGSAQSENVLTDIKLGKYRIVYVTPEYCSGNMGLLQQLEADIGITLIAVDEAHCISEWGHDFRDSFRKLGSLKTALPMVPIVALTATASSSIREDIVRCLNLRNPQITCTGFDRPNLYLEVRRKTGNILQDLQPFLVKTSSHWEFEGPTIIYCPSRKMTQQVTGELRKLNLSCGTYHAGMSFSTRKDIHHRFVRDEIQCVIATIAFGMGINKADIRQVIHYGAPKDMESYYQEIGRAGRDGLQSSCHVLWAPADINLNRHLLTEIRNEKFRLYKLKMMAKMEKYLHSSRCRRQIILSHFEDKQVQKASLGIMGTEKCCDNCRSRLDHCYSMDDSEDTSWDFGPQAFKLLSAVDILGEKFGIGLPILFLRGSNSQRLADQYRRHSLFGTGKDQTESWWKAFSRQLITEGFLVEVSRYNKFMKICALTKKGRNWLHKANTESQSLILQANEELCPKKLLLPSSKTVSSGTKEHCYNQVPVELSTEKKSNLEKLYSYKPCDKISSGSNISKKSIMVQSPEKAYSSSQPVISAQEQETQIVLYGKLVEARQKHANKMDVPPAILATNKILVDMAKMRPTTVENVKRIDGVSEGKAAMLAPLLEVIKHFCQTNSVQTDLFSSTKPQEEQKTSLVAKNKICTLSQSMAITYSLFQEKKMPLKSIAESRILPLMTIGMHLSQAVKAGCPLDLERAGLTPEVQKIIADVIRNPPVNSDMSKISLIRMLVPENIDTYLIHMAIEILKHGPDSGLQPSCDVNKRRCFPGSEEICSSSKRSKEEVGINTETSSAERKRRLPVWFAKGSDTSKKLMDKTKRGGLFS
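Kinetic red-fluorescence monitoring (525/598 nm) tracks WRN helicase activity after 100 nM fluorophore-quencher forked duplex and 2 mM ATP are added to 20 nM enzyme pretreated 15 min at room temperature with compound.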
CCT chaperon mod = cytosolic chaperonin activity modulation. AID 651819. purified chaperonin ATPase assay, HTRF ADP detection, 30 min. activity change, % (concentration not given with the values), hits read low. 360,000 tested, 0.3% active; in the data active = activity change below about -30%; also: % is scaled to controls: 0 for no effect and ±100 for the full control effect
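Nucleotide hydrolysis assay: TRiC at 20–40 nM final (set by batch activity) with 10 uM ATP, 30 min at 37 °C, in presence of 76 uM compound. Detection by competitive ADP HTRF, 30 min ambient.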
EPAC1 agonist = EPAC1 (human) agonism. O95398. EPAC1 agonist qHTS, biochemical assay; response scale: 100% = response to 6.5 mM cAMP. Potency, µM (doses to about 154 µM), for inactives: at the highest dose activation, hits mostly activators. 360,000 tested, 0.073% active; also: potency is read from the fitted curve at half-maximal effect; nearly all actives have a fitted effect of over 60% in size
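Nucleotide exchange assay: 100 nM EPAC1 with 250 nM Rap1B loaded with BODIPY-GDP and 50 uM GDP, room temperature. Fluorescence (480/540 nm) read every 5 min for 30 min; signal change normalized to 6.5 mM cAMP as full agonist.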
Starred values were filed as active, the others as inactive; ? = inconclusive; · = not tested or not shown; [ ] = another dose, or the depositor's remark. Unless noted, calls follow the shape of the dose curve; as a rule, active = well fitted curve in the direction sought with a large enough effect; inconclusive = small, poorly fitted or top-dose-only effect, or another doubt; inactive = no such curve, though single readings can be large; an effect the other way counts as inactive or inconclusive.

The line under a structure holds: EPAC1 antagonist	PI5P4K alpha inh	PLK1 PBD block	EPAC2 ag	IL-2 act	WRN helicase inh	CCT chaperon mod	EPAC1 agonist
- Cn1nc(CC(=O)NCc2ccc(C(F)(F)F)cc2)c2ccccc2c1=O
  -1%	0	-13%	4%	9.4	-6%	-1.2	3%
- Cn1cnc2cc(NCc3ccccc3Cl)ccc21
  -20%	1	0%	6%	-0.5	4%	-2.6	1%
- COc1ccc2oc(C)c(C(=O)c3ccc(C)cc3)c2c1
  -11%	2	-9%	24%	0.3	-3%	0.2	16%
- CC(C)(C)OC(=O)N[C@H](/C=C/c1ccccc1)C(=O)OC(C)(C)C
  -12%	-3	-13%	-5%	-2.9	-5%	-4.6	-36%[inhibitor]
- COCCCNC(=O)COC(=O)c1ccc(-c2nc3ccccc3s2)s1
  -13%	0	3%	2%	2.9	-1%	-1.7	1%
- CCN(CC(=O)NC1CCS(=O)(=O)C1)S(=O)(=O)c1ccc(Cl)cc1C(F)(F)F (stereo not drawn)
  -9%	1	-9%	-5%	0.2	-13%	0.2	4%
- CC(=O)Nc1cccc(-c2csc(C(C)(O)c3cccc(F)c3)n2)c1 (stereo not drawn)
  -16%	-4	-8%	14%	0.2	2%	0.3	-9%
- O=C(O)CC(c1ccccc1)c1ccc2c(c1)OCO2 (stereo not drawn)
  6%	3	1%	14%	-2.6	12%	0.5	-8%
- COc1ccccc1C(=O)NCC(=O)N/N=C/c1cn[nH]c1-c1ccccc1
  -10%	-3	-11%	1%	-0.2	-19%	-0.1	2%
- O=C(CN1C(=O)COc2ccc(Cl)cc21)N1CCc2ccccc21
  -4%	·	4%	8%	4.8	-2%	-1.6	1%
- CC(=O)Nc1ccc(NC(=O)CN2CCN(c3cccc(C(F)(F)F)c3)CC2)cc1
  -3%	3	-1%	3%	-0.8	-16%	-0.5	2%
- COc1ccc(CN2C(=O)C(CC(=O)NC(c3ccccc3)c3ccccc3)CC(C(=O)N(C)C)=C2C)cc1 (stereo not drawn)
  -13%	1	-4%	10%	-0.6	3%	0.2	5%
- O=C(COC(=O)C1CCC(=O)N1)Nc1ccccc1OC(F)F (stereo not drawn)
  -2%	5	-4%	14%	0.7	-3%	-2.0	-3%
- COCCN(C(=O)COC(=O)/C=C/c1ccc(OC)c(OC)c1)c1c(N)n(Cc2ccccc2)c(=O)[nH]c1=O
  -5%	-4	-6%	-6%	0.1	-12%	-4.6	14%
- CCCCNc1ccc(C(CC(N)=O)NC(=O)c2ccccc2)cc1[N+](=O)[O-] (stereo not drawn)
  6%	-15	-2%	-2%	-0.6	0%	-0.6	4%
- COc1ccc(C(N)c2csc(NC(=O)Nc3ccccc3C(C)(C)C)n2)cc1 (stereo not drawn)
  -6%	2	0%	-3%	-0.6	8%	0.0	3%
- COc1ccccc1CNC(=O)[C@H](CCSC)NC(=O)[C@@H]1Cc2ccccc2CN1
  4%	3	-4%	-2%	-0.4	2%	-1.9	-25%
- COc1cccc(NC(=O)CN(C)C(=O)C(CCSC)NC(=O)c2ccco2)c1 (stereo not drawn)
  1%	3	-5%	1%	-3.9	-10%	-2.6	5%
- COc1ccc(NCc2cc3cc(OC)ccc3[nH]c2=O)cc1
  2%	·	-12%	-4%	-1.6	-4%	0.7	7%
- Cn1c(=O)c2c(ncn2CC(=O)Nc2ccc(Cl)cc2Cl)n(C)c1=O
  -12%	1	-9%	1%	1.3	-1%	-0.5	-12%
- Cc1cc(C)n2nc(C(=O)OCC(=O)Nc3cc(Cl)ccc3C)nc2n1
  5%	1	-21%	11%	-0.6	4%	-1.3	0%
- COCCCNC(=O)c1ccc2c(c1)CCN2S(C)(=O)=O
  1%	·	-5%	12%	1.0	-1%	-1.3	-1%
- CCN(CC)C(=O)C1CCN(S(=O)(=O)c2cccc3nonc23)CC1
  14%	·	-14%	4%	-2.7	-7%	-0.9	3%
- COCCCNc1nc2ccccc2nc1NS(=O)(=O)c1cccc(C)c1
  5%	-2	-7%	19%	-5.3	-5%	-2.9	8%
- Cc1cccc2sc(NC(=O)C3CCN(C(=O)c4ccco4)CC3)nc12
  -13%	8	-11%	9%	0.2	1%	-0.7	5%
- Cc1cc(C)cc(N=C2SC(CC(=O)Nc3ccccc3)C(=O)N2CCN2CCOCC2)c1 (stereo not drawn)
  -12%	26	-1%	1%	-0.3	-2%	2.8	-8%
- O=C(CCNC(=O)c1ccc(Cl)cc1)Nc1cccc(S(=O)(=O)N2CCCCCC2)c1
  -27%	2	-9%	9%	-5.2	-20%	2.2	27%
- CC(C)c1cc(CNC(=O)CCc2nnc(CCCc3ccccc3)o2)on1
  0%	-10	-12%	6%	0.1	1%	0.9	-8%
- O=S(=O)(c1cc(Cl)ccc1Cl)N1CC2CCCN2c2ccc(C(F)(F)F)cc21 (stereo not drawn)
  -8%	1	-22%	9%	-1.0	-8%	-1.2	4%
- Cc1ccc(S(=O)(=O)NC[C@H]2O[C@@H](n3ccc(N)nc3=O)[C@H](O)[C@@H]2O)s1
  8%	3	-16%	8%	-2.8	4%	-4.3	-14%
- Cc1cc(C)c(Cn2ncn(-c3ccc(Br)cc3)c2=O)c(C)c1
  -5%	14	7%	-4%	0.0	-6%	-1.4	-10%
- CCc1ccccc1NC(=O)CCC(=O)N1CCSc2ccccc21
  5%	-9	-28%	10%	1.2	-4%	-0.8	1%
- Cc1ccccc1OCc1nc(-c2cccnc2)no1
  11%	1	-19%	3%	-0.3	-9%	-3.0	-1%
- O=C1c2ccccc2C(=O)N1CCSc1n[nH]c(=S)s1
  -20%	-77*	-14%	15%	-5.3	-21%	-2.0	0%
- NC(=O)c1sc2nc(-c3cccs3)ccc2c1N
  -2%	-26	?	7%	6.5	-11%[57.1 µM]	-1.2	13%
- Cn1c(=O)n(C)c2cc(C(=O)Nc3ccc4c(c3)OCO4)ccc21
  -2%	4	-7%	6%	-0.7	-6%	-6.1	4%
- Cc1ccc(C)c(NC(=S)NCCc2c[nH]c3ccccc23)c1
  -21%	3	9%	5%	-1.8	-16%	-0.8	19%
- CC(C)Cn1c(NCCN(C)C)nc2c1c(=O)[nH]c(=O)n2C
  -6%	·	-8%	6%	2.5	2%	-4.6	-1%
- CCCN1CN=C(NS(=O)(=O)c2ccc(C)cc2)NC1
  6%	-2	-8%	5%	-0.1	3%	0.6	10%
- CCn1c(SCC(=O)NC2CCS(=O)(=O)C2)nnc1-c1ccccc1 (stereo not drawn)
  15%	-11	-20%	6%	0.9	0%	-0.3	-1%
- Cc1ccc(NC(=O)CN(C)C(=O)c2ccc(S(=O)(=O)N(C)c3ccccc3)cc2)cc1
  -27%	0	-17%	8%	-2.4	1%[57.1 µM]	0.3	9%
- COc1cccc(-c2ccc(CN3C(C)C(=O)N(Cc4cn(Cc5ccco5)nn4)CCS3(=O)=O)cc2)c1OC (stereo not drawn)
  2%	?	-19%	16%	-0.7	-4%	-2.1	1%
- CCO[C@H]1OC(C(=O)N2CCN(C)CC2)=C[C@@H](c2ccc3c(c2)OCO3)[C@@H]1CCCO
  -15%	4	-9%	4%	-0.3	-11%	0.3	-2%
- Nc1c2c(nc3ccccc13)CSCC2
  -12%	0	2%	4%	8.2	1%	1.5	3%
- COc1ccc(C(C(=O)NC2CCCCC2)N(C(=O)CCCC(=O)Nc2ccccn2)c2ccc3c(c2)OCCO3)cc1 (stereo not drawn)
  19%	·	1%	-13%	0.2	-6%	0.3	-7%
- CCCNC(=O)c1cc(C2CCCCN2C(=O)c2cccs2)on1 (stereo not drawn)
  -26%	-4	-11%	10%	-0.4	0%	-0.1	-3%
- CCN(CC(=O)Nc1c(F)cccc1F)C(=O)Cc1c(C)nc2ccccc2c1C
  -15%	7	-5%	5%	-0.2	0%	-2.8	5%
- N#Cc1c(NC(=O)CSc2ncccn2)oc(-c2ccccc2)c1-c1ccccc1
  -22%	-58*	-16%	8%	0.0	?	0.9	15%
- CCOC(=O)/C(=N\Nc1ccccc1)c1csc(Nc2ccc(C)cc2)n1
  14%	·	-6%	7%	-0.5	-12%[57.1 µM]	0.9	-9%
- CN(CCNC(=O)C1(O)c2ccccc2NC(=O)N1c1ccccc1)Cc1ccccc1 (stereo not drawn)
  6%	-2	-5%	-20%	-4.8	9%	2.5	-9%
- CN(C)CCCN=c1cc(-c2ccccc2)oc2ccc(Cl)cc12
  7%	13	-2%	7%	-0.8	-6%	-3.1	8%
- CC(C)n1c(=O)n(CC(=O)NCC2CCCO2)c(=O)c2c3c(sc21)COC(C)(C)C3 (stereo not drawn)
  -10%	-4	-14%	13%	1.3	0%	0.2	12%
- CCN(CC)C(=O)CN(Cc1ccccc1)S(=O)(=O)c1ccc(F)cc1
  -4%	1	-1%	-1%	1.1	-5%	0.8	0%
- Cc1oc2cc3oc(=O)c(CCC(=O)N4C[C@H]5C[C@@H](C4)c4cccc(=O)n4C5)c(C)c3cc2c1C
  -5%	-12	-12%	-2%	-1.0	4%	-0.1	6%
- Cc1onc(-c2ccccc2)c1C(=O)Nc1ccc(S(=O)(=O)Nc2nccs2)cc1
  -6%	2	2%	19%	-2.2	-3%	-0.8	3%
- COc1ccc(OC)c(N(CC(=O)N2CCCC2)S(=O)(=O)c2ccccc2)c1
  11%	-3	1%	-1%	-0.4	2%	-0.7	-1%
- Cc1ccc2c(c1)N(CC(=O)NCCCN1CCN(C)CC1)C(=O)CO2
  1%	3	-1%	7%	-4.3	0%	-0.4	-4%
- CCN1C(=O)c2cccc3c(S(=O)(=O)N(C)C)ccc1c23
  20%	2	2%	9%	-3.7	14%	0.6	3%

A portion taken from the entries so far:
The line under a structure holds: EPAC1 antagonist	PI5P4K alpha inh	PLK1 PBD block	EPAC2 ag	IL-2 act	WRN helicase inh	CCT chaperon mod	EPAC1 agonist
- Cn1nc(CC(=O)NCc2ccc(C(F)(F)F)cc2)c2ccccc2c1=O
  -1%	0	-13%	4%	9.4	-6%	-1.2	3%
- Cn1cnc2cc(NCc3ccccc3Cl)ccc21
  -20%	1	0%	6%	-0.5	4%	-2.6	1%
- COc1ccc2oc(C)c(C(=O)c3ccc(C)cc3)c2c1
  -11%	2	-9%	24%	0.3	-3%	0.2	16%

Screening data as filed in PubChem BioAssay.

An excerpt. The share of hits here may be higher or lower than overall.
